TRb-SRC2 inh: inhibitors of human thyroid hormone receptor beta-SRC2 interaction; P10828; TRbeta-SRC2 peptide binding, fluorescence polarization; receptor liganded with 1 µM T3; Potency, µM (titrated, usually from 106 µM), for the others: at the highest dose activity change, negative = inhibition, usual class: inhibitors; 0.065% of 280,000 active;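 further: plate controls were bound peptide for no effect and peptide without receptor for full effect; nearly all actives have a fitted effect of over 50% in size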
Target sequence (P10828 whole entry, looked up): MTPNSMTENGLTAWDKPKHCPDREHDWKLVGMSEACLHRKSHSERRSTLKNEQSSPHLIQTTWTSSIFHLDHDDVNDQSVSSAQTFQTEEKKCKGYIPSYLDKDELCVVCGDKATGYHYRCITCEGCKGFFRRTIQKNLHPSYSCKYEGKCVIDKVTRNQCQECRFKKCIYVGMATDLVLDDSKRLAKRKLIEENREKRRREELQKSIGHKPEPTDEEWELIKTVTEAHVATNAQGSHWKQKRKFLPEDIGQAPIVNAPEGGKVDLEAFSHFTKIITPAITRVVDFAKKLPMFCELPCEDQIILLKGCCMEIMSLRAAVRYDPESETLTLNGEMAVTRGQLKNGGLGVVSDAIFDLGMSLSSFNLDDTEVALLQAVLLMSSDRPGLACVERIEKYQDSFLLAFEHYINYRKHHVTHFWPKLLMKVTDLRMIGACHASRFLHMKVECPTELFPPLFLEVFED
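TRb LBD 0.6 uM + Texas Red SRC2 peptide 20 nM, 1 uM T3, Tris buffer w/ 5% DMSO; compound pinned, 5 h RT; FP read ex 555/em 632; normalized to unbound and bound controls.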
RECQ1 helicase: blocks DNA unwinding by human RECQ1; P46063; RECQ1 DNA unwinding, red fluorescence kinetic read; Potency, µM (titrated, usually from 57.3 µM), for inactives: at the top dose activity, negative = inhibition, most hits filed as inhibitors; 0.54% of 240,000 active; AID 2549;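 further: plate controls were vehicle for no effect and no enzyme for full effect; nearly all actives have a fitted effect of over 30% in size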
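RECQ1T1 50 nM; forked duplex (20 bp + 30-nt ss tails) 200 nM, ATP 2 mM final; pH 8.0, 2 mM MgCl2, 2.5 ug/ml poly(dI-dC); 15 min compound preincubation; discontinuous kinetic read over 2 h at RT.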
Tau FP inhib: blocks human tau fibril formation measured by polarization; Potency, µM (highest dose often 57.7 µM), for inactives: at the top dose activity, negative = inhibition, actives largely listed as inhibitors; K18 P301L tau heparin fibrillization, Alexa594 FP, 6 h; 0.39% of 280,000 active; further: nearly all actives have a fitted effect of over 55% in size
Target sequence (P10636 561-689 P618L limits assumed): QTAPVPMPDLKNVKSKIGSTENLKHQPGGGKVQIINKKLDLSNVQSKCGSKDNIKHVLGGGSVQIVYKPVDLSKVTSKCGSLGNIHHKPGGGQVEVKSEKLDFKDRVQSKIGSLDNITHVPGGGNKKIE
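Compound effects on tau fibrillization are measured by Alexa 594 fluorescence polarization (ex 555, em 632 nm). K18 P301L tau is used at 15 uM with 0.24 uM labeled tracer, and 20 uM heparin induces aggregation over 6 hr at 37 C.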
Tau ThT inhib: blocks human tau fibril formation measured by thioflavin T; recombinant tau K18 P301L (four-repeat tau fragment), heparin-induced fibrillization, ThT fluorescence; Potency, µM (series often up to 57.4 µM), without a hit: at the highest dose activity, negative = inhibition, hits mostly inhibitors; 2.1% of 270,000 active; AID 1460; further: nearly all actives have a fitted effect of over 55% in size
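In this qHTS, human K18 P301L tau is incubated with compound and heparin for 6 hr at 37 C, and Thioflavin T fluorescence then reports fibril load.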
L3MBTL1 block: inhibitors of human L3MBTL1; AID 485360; 0.66% of 230,000 active; Potency, µM (titrated, usually from 57.1 µM), inactives show at the highest dose activity, negative = inhibition, most hits filed as inhibitors; AlphaScreen L3MBTL1–H3K9me1 peptide binding; further: nearly all actives have a fitted effect of over 60% in size
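L3MBTL1 50 nM + b-AHA-H3(1-15)K9me1 75 nM, 30 min RT; compound added, 30 min RT; streptavidin donor/Ni-chelate acceptor beads 10 ug/mL each final, 30 min RT dark; AlphaScreen read.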
TR SRC2 fluor cs: counter-screen for TRb-SRC2 inhibitors: fluorescence interference. TRb/SRC2 Texas Red total fluorescence interference. Potency, µM (highest dose often 106 µM), for inactives: top-dose fluorescence change, negative = quenching. 0.29% of 280,000 active. AID 1479; active means well fitted curve in either direction with a large enough effect; inconclusive means small, poorly fitted or top-dose-only effect
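Human TRβ ligand-binding domain (0.6 uM) and Texas Red SRC2 peptide (20 nM) in Tris buffer with 1 uM T3 and 5% DMSO were incubated with pinned compound for 5 hr at ambient temperature. Total fluorescence was computed as S + 2P (555/632 nm).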
RGS12 GoLoco inh: RGS12 GoLoco-Gai1 interaction inhibition | P63096 | Gai1:RGS12 GoLoco peptide FP, rhodamine, 10 min | Potency, µM (highest dose often 61.6 µM), for inactives: at the top dose activity, negative = inhibition, most hits filed as inhibitors | 0.44% of 230,000 active | AID 880; active means well fitted inhibition curve with a large enough effect, not every such curve was filed as active; inactive means no such curve, though single readings can be large or run the other way; further: nearly all actives have a fitted effect of over 30% in size; many of its hits are not listed in these tables
Target sequence (P63096 whole entry, looked up): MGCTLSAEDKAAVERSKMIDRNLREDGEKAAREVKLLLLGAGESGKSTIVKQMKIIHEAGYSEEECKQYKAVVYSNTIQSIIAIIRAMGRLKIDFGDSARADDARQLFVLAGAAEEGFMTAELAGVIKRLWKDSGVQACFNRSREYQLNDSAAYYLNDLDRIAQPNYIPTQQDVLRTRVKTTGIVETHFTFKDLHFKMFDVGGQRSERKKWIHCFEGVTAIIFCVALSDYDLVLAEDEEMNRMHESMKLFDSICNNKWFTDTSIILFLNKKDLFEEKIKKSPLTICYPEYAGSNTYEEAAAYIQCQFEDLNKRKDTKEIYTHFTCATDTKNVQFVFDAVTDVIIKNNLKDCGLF
JMJD2E inh: JMJD2E (human) inhibition; JMJD2E catalytic domain, FDH-coupled NADH fluorescence (FDH is formaldehyde dehydrogenase); Potency, µM (doses to about 57.1 µM), inactives show at the highest dose activity change, negative = inhibition, most hits filed as inhibitors; 1.6% of 230,000 active; active means well fitted inhibition curve with a large enough effect, not every such curve was filed as active; inconclusive means small, poorly fitted or top-dose-only effect, or another doubt; inactive means no such curve, though single readings can be large or run the other way;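 further: 0% = wells with enzyme and -100% = buffer wells without enzyme; nearly all actives have a fitted effect of over 50% in size; many of its hits are not listed in these tables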
Starred values were filed as active, the others as inactive; i = inactive; ? = inconclusive; · = no result given; [ ] = another dose, or the depositor's remark. Unless noted, the call rests on the fitted dose curve; in most records, active means well fitted curve in the direction sought with a large enough effect; inconclusive means small, poorly fitted or top-dose-only effect, or another doubt; inactive means no such curve, though single readings can be large; an effect the other way counts as inactive or inconclusive. Unless noted, on the % scale 0 is the no-effect control and ±100 the full control effect; potency means the concentration at half of the fitted maximal effect.

SMILES	TRb-SRC2 inh	RECQ1 helicase	Tau FP inhib	Tau ThT inhib	L3MBTL1 block	TR SRC2 fluor cs	RGS12 GoLoco inh	JMJD2E inh
COc1ccc(C2c3[nH]c4ccc(OC)cc4c3CCN2C(=O)Nc2ccccc2)cc1 (stereo unspecified)	-4%	·	4%	7%	·	-2%	·	·
O=S(=O)(c1ccc2c(c1)oc1ccccc12)N1CCOCC1	1%	3%	-7%	1%	-6%	2%	-1%	7%
O=C(NCc1ccco1)c1cnn2c(C(F)(F)F)cc(-c3ccco3)nc12	4%	-7%	0%	?	·	-2%	21%	?
CCn1c(SCC(=O)NCCc2ccc(F)cc2)nnc1-c1cccs1	-5%	-3%	0%	-5%	10%	2%	-1%	-7%
COc1cc(OC)c(NC(=O)CCNC(=O)Cn2cnc3ccccc3c2=O)cc1Cl	-9%	i	-4%	-16%	8%	0%	5%	-3%
COCCNc1nc(Cl)c(C#N)s1	4%	-3%	1%	-5%	·	6%	-3%	1%
CC(=O)c1c(C)c(C)c2n1CCn1c(C)ccc1-2	-2%	-4%	-17%	16µM*	·	9%	88%[activator]	22µM*
COc1ccc(N(C)S(=O)(=O)c2cccc(C(=O)Nc3nc4ccccc4[nH]3)c2)cc1	0%	i	-1%	6%	-8%	-3%	-4%	?
Nc1ccc2nc(-c3cccnc3)[nH]c2c1	7%	7%	-6%	?	-1%	-10%	0%	-9%
CN(C)S(=O)(=O)c1cc(NC(=O)CSc2nn(-c3ccc(Cl)cc3)c(=S)s2)ccc1Cl	2%[53 µM]	-14%	25µM*	?	-17%	-1%[53 µM]	1%	-5%
NC(=O)CSc1nnc(-c2ccncc2)n1-c1ccc(Cl)cc1	4%	-7%	9%	2%	36%[activator]	2%	7%	10%
COc1cc(NS(=O)(=O)c2ccc3c(c2)n(C)c(=O)n3C)cc(OC)c1	-3%	-2%	2%	0%	·	2%	-2%	-4%
CN1CCN(c2ccc([N+](=O)[O-])cc2C(=O)c2ccc(Cl)cc2)CC1	-7%	-4%	2%	-11%	-6%	0%	-4%	5%
O=[N+]([O-])c1cccc(/C=N/N2CCN(Cc3ccc(Cl)cc3)CC2)c1	-7%	0%	-4%	?	-24%	0%	1%	-6%
CCOC(=O)Cn1c(-c2cccnc2Cl)nc2ccccc21	-14%	-16%	0%	4%	3%	-2%	-2%	6%
Cc1ccc(-c2nc3nc(C)cc(N4CCN(c5cccc(C)c5C)CC4)n3n2)cc1	-5%	·	2%	-15%	·	0%	·	·
O=C(NCc1ccccc1)c1ccc(S(=O)(=O)C(F)F)cc1	-22%	i	-5%	-1%	·	2%	3%	-5%
CC(C)c1ccc(NC(=O)Nc2cc3sccc3n2C)cc1	8%	-1%	2%	?	-16%	12%	113%[activator]	-20%
O=C(Cn1cnc2ccccc2c1=O)Nc1cccc(-c2nnc3n2CCCCC3)c1	-3%	1%	-2%	3%	·	-3%	4%	-6%
NNC(=O)/C=C/c1ccc(Cl)cc1Cl	-6%	-16%	-3%	?	?	-5%	6%	136%[activator]
Cc1ccc(NC(=S)Nc2ccc3[nH]c(=O)[nH]c3c2)cc1	-1%	-5%	?	?	-6%	-2%	2%	-2%
O=[N+]([O-])c1cnccc1Nc1ccc(Cl)cc1	3%	0%	-7%	-14%	-10%	0%	7%	5%
CCn1c(SCC(=O)Nc2oc(-c3ccccc3)c(-c3ccccc3)c2C#N)nnc1-c1ccco1	-6%	-22%	4%	-24%	-16%	2%	1%	-2%
Cc1nnc(N2CCC(C(=O)N3CCCCC3)CC2)c2nn(-c3ccccc3)c(C)c12	-9%	·	6%	-3%	·	0%	·	·
CC(c1ccccc1)C1CC(=O)N(Cc2ccccc2)C1=O (stereo unspecified)	0%	-6%	0%	-14%	13%	0%	11%	0%
CN(c1ccccc1)S(=O)(=O)c1cccc(NC(=O)Nc2ccc(Cl)cc2C#N)c1	1%	3%	-17%	-2%	3%	-1%	12%	?
COc1ccc(C(=O)CCC(=O)Nc2cccnc2)cc1	1%	-5%	5%	5%	3%	-4%	4%	2%
CCCCC(=O)Nc1ccc(C(=O)OCc2cc(=O)n3ccsc3n2)cc1	3%	·	-4%	-8%	·	-2%	·	·
CC(=O)N(c1cccc(Br)c1)c1nc(C)cc(C)c1C#N	-7%	-4%	-2%	0%	-1%	-22%	1%	9%
CCC(=O)N1CCc2cc(Br)cc(S(=O)(=O)N3CCCC(C(=O)NCc4cccc(OC)c4)C3)c21 (stereo unspecified)	-10%	·	4%	?	·	0.0079µM*[quencher]	·	·
O=C(N/N=C/c1ccco1)c1ccccc1OCc1ccccc1Cl	0%	-27%	-2%	-15%	-7%	-1%	12%	-24%
Nc1nc(-c2ccc(Br)cc2)cs1	-11%	-7%	2%	?	·	0%	-18%	-8%
COC(=O)C1=C(C(=O)OC)[C@@H]2Nc3ccccc3[C@@]23C[C@@H](C(=O)OC)N(C(C)=O)C3=N1	7%[11.2 µM]	-16%[11.5 µM]	-3%[11.6 µM]	-8%[11.5 µM]	·	1%[11.2 µM]	0%[14.2 µM]	4%[11.4 µM]
COc1ccc([N+](=O)[O-])cc1/C=N/NC(=O)CNC(=O)C(c1ccccc1)c1ccccc1	6%	-5%	8%	-12%	-12%	-15%	8%	8%
CC(C)(C)C1CCC(=NNC(=O)c2ccccc2-n2cccc2)CC1 (stereo unspecified)	-4%	2%	7%	3%	-7%	-14%	1%	-1%
COc1ccc(OC)c(NC(=O)C2=C(C)C(=O)OC23CCCCCC3)c1	3%	·	10%	-15%	·	7%	·	·
CC1CN(c2nc3c(c(=O)n(Cc4ccc(Cl)c(Cl)c4)c(=O)n3C)n2C)CC(C)O1 (stereo unspecified)	-22%	i	6%	-10%	·	2%	-8%	-4%
O=C(N/N=C/c1ccc(Cl)c([N+](=O)[O-])c1)c1cc(-c2ccc3c4c(cccc24)CC3)n[nH]1	8%	i	7%	?	·	-4%	-3%	0%
COc1ccc(CCNC(=O)CN2C(=O)c3ccccc3S2(=O)=O)cc1OC	-8%	i	-3%	-3%	13%[11.4 µM]	-2%	3%	-5%
CCOC(=O)c1sc(NC(=O)c2ccccc2C(=O)O)c(C(=O)OCC)c1C	-4%	5%	-1%	?	6%	0%	1%	-3%
CCCCn1c(-c2cccs2)nc2nc3ccccc3nc21	4%	-1%	7%	-2%	24%	-4%	10%	-1%
CCn1c(C(=O)N2CCC(C(=O)NCCCOC)CC2)cc2sccc21	2%	·	7%	9%	·	-1%	·	·
S=c1[nH]nc(-c2ccccc2Cl)n1/N=C/C=C/c1ccco1	1%	-13%	7%	?	-7%	-5%	6%	-19%
Cc1nnc(SCC(=O)NCc2ccccc2)s1	-3%	-3%	13%	3%	·	0%	4%	8%
Cc1ccc(C)c(N2CCN(c3nc4ccccc4c(=O)n3-c3ccc(Cl)cc3)CC2)c1	5%	·	-11%	-6%	·	0%	·	·
Cc1ccc2oc(-c3cccc(NC(=O)Cc4ccc(Cl)cc4)c3)nc2c1	2%	·	-4%	0%	·	1%	·	·
COc1ccc(N2C(=O)CC(N3CCN(c4nc5ccccc5s4)CC3)C2=O)cc1 (stereo unspecified)	-15%	-2%	7%	-17%	-6%	0%	4%	6%
CCOC(=O)c1cnc2c(c(C)nn2C)c1Oc1ccc(OC)cc1	7%	-12%	-3%	-6%	11%	-2%	11%	-1%
CN(C)S(=O)(=O)c1ccc(NCC2COc3ccccc3O2)c([N+](=O)[O-])c1 (stereo unspecified)	-19%	-5%	7%	?	?	-3%	4%	2%
NC(=O)c1ccc(Nc2nnc(-c3ccc(O)cc3)c3ccccc23)cc1	-1%	-11%	1%	1%	-3%	1%	17%	1%
CCS(=O)(=O)n1nc(NCc2cccc(OC)c2)nc1NCc1cccc(OC)c1	1%	-6%	-9%	-10%	·	-3%	1%	-5%
C/C(CC(=O)NCc1ccccc1)=N\NC(=O)c1cnccn1	-1%	-5%	5%	-4%	1%	0%	·	24%
O=C(CSc1nc2ccccc2o1)N/N=C/c1ccccc1	1%	0%	-9%	-4%	6%	2%	-9%	10%
O=C(CC(Nc1ccc(F)cc1)C(=O)O)c1ccccc1 (stereo unspecified)	-1%	i	-1%	?	28%[11.4 µM]	0%	-3%	-2%
O=C1C2C(c3ccccc3)CC=CC2[C@H](c2ccc3ccccc3c2)N1Cc1ccccc1 (stereo partly specified)	-5%	-9%	3%	-17%	·	0%	7%	-11%
CC(O)CNCc1ccccc1C(F)(F)F (stereo unspecified)	-10%	i	-5%	-7%	6%	-1%	4%	0%
COC(=O)C1=C(C)N=C2SCCC(=O)N2C1c1ccc(OC(=O)c2ccco2)cc1 (stereo unspecified)	-18%	-9%	2%	-11%	-24%	2%	9%	-25%
COc1ccc(-c2ccccc2)cc1NCc1ccc(OC)c(OC)c1	-8%	-11%	13%	?	?	0%	3%	?
CCCc1nnc(NC(=O)CN2C(=O)c3ccccc3S2(=O)=O)s1	-20%	-4%	-6%	-2%	-8%	3%	-8%	7%
CC(C)(C)c1nnc2sc(SCC(=O)c3ccc4c(c3)OCCO4)nn2c1=O	2%	-17%	9%	?	-4%	-1%	9%	3%

Compounds above containing two or more sulfur atoms, in the order listed:
SMILES	TRb-SRC2 inh	RECQ1 helicase	Tau FP inhib	Tau ThT inhib	L3MBTL1 block	TR SRC2 fluor cs	RGS12 GoLoco inh	JMJD2E inh
CCn1c(SCC(=O)NCCc2ccc(F)cc2)nnc1-c1cccs1	-5%	-3%	0%	-5%	10%	2%	-1%	-7%
CN(C)S(=O)(=O)c1cc(NC(=O)CSc2nn(-c3ccc(Cl)cc3)c(=S)s2)ccc1Cl	2%[53 µM]	-14%	25µM*	?	-17%	-1%[53 µM]	1%	-5%
Cc1nnc(SCC(=O)NCc2ccccc2)s1	-3%	-3%	13%	3%	·	0%	4%	8%
CCCc1nnc(NC(=O)CN2C(=O)c3ccccc3S2(=O)=O)s1	-20%	-4%	-6%	-2%	-8%	3%	-8%	7%
CC(C)(C)c1nnc2sc(SCC(=O)c3ccc4c(c3)OCCO4)nn2c1=O	2%	-17%	9%	?	-4%	-1%	9%	3%

Bioassay records (PubChem BioAssay)

The list is partial; rates above refer to the full screens.
